Screening data: PubChem BioAssay, several laboratories
Anthrax LF prot = blocks Bacillus anthracis lethal factor protease. inhibition, % at 10 µM. multiplex microsphere protease cleavage assay, LF. P15917. 360,000 compounds, 0.12% hits; note: plate controls were buffer without enzyme for full effect and enzyme alone for no effect
PfHsp40 yeast = restores yeast growth despite PfHsp40 toxicity; 340,000 compounds, 0.68% hits; growth rescue, % at 12.5 µM; S. cerevisiae expressing PfHsp40, growth rescue, ATP luminescence; AID 504582; in the data active = growth rescue above about 28%, passing the limit was not always enough; inconclusive = no clear call, values can overlap the other calls;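 note: yeast W303a lacking pdr1 and pdr3 grown in galactose medium; growth measured after three days at 30 °C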
FadD28 FP inh = M. tuberculosis FadD28 bisubstrate binding inhibition. FadD28 bisubstrate probe binding, fluorescence polarization. inhibition, % at 12.5 µM. 360,000 compounds, 0.22% hits. AID 588549; in the data active = inhibition above about 8.5%, passing the limit was not always enough; inconclusive = no clear call, values can overlap the other calls
PrPC surface inh = cell surface PrPC inhibition, primary TR-FRET screen; 370,000 compounds, 0.43% hits; TR-FRET read-out; P04156; inhibition, % at 13.8 µM; in the data active = inhibition above about 24%; note: 0% = median of the test wells and 100% = reference compound wells
TcdB inh = inhibitors of Clostridioides difficile toxin B glycohydrolase; P18177; AID 652162; TcdB glycohydrolase enzymatic assay, plate reader; inhibition, % at 9.99 µM; 350,000 compounds, 0.24% hits; in the data active = inhibition above about 10%
Target sequence (P18177 whole entry, looked up): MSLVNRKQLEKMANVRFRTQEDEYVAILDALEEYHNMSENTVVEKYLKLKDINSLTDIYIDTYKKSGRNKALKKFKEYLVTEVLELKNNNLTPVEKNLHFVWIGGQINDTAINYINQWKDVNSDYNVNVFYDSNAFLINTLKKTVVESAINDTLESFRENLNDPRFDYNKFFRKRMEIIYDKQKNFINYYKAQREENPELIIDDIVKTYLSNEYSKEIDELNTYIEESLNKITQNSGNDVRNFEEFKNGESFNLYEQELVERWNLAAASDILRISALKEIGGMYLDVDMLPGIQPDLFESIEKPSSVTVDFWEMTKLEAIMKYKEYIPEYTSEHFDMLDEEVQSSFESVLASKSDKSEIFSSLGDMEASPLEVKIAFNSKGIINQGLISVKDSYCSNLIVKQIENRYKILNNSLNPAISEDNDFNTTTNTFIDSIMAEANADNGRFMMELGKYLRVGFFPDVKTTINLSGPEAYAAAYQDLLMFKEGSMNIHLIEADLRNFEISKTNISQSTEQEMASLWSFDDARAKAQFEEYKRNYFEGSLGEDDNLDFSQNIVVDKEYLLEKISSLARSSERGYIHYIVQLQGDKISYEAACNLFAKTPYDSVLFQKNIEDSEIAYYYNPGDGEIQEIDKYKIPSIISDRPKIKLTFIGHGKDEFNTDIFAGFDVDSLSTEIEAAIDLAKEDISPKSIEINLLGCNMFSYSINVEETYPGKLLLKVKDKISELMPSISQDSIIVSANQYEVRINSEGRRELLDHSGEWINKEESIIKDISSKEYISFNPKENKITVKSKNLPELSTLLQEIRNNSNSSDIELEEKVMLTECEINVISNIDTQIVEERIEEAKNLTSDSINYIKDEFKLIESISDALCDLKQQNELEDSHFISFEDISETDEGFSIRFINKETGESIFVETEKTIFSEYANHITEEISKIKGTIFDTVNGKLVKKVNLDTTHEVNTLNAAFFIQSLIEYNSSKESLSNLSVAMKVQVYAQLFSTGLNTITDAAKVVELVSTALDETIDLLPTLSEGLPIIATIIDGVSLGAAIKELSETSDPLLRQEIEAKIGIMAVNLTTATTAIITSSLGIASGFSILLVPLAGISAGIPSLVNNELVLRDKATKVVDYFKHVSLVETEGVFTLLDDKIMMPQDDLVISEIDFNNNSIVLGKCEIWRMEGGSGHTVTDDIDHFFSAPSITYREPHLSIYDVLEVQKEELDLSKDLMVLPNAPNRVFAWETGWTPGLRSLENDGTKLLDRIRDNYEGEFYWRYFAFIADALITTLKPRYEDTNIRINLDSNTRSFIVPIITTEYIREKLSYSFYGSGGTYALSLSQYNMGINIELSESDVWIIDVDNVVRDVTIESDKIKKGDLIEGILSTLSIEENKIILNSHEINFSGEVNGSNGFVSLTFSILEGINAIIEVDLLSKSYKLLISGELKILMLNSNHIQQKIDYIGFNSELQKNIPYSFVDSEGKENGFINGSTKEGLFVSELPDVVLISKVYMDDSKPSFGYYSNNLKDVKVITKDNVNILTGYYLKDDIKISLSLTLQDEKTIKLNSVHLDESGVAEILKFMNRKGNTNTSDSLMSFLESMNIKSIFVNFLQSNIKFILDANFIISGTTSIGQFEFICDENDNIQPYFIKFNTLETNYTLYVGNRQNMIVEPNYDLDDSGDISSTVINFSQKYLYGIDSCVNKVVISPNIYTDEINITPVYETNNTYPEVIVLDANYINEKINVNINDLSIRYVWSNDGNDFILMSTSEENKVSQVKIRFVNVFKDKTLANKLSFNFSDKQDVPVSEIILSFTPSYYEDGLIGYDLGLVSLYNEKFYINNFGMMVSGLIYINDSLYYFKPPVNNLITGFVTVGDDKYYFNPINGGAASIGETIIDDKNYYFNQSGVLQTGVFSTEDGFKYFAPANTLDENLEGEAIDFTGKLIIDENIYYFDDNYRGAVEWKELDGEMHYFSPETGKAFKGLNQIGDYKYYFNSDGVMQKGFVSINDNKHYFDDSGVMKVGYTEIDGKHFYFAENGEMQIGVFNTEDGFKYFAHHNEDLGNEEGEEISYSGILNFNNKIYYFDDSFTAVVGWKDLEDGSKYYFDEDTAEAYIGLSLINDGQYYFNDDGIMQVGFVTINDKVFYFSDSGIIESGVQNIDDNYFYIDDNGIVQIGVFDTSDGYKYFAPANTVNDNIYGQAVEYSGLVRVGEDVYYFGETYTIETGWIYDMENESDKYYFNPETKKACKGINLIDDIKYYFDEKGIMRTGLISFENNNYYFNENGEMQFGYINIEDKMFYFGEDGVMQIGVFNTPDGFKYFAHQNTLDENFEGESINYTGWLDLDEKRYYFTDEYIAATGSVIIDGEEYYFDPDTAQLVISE
CCHF vOTU inh = blocks the CCHF virus ovarian tumor domain protease. 370,000 compounds, 0.55% hits. CCHFV vOTU protease, Pep-AMC fluorescence. inhibition, % at 11.5 µM. AID 651958; in the data active = inhibition above about 30%; note: 0% = vehicle wells with enzyme and 100% = no enzyme wells
BoNT-F LC inh = BoNT F light chain protease inhibition | 360,000 compounds, 0.22% hits | inhibition, % at 10 µM | Multiplex microsphere protease cleavage assay, flow cytometry; in the data active = inhibition above about 35%, passing the limit was not always enough; inconclusive = no clear call, values can overlap the other calls; note: plate controls were buffer without enzyme for full effect and enzyme alone for no effect
Yp Topo-I inh = inhibitors of Yersinia pestis topoisomerase I | Y. pestis Topo-I cleavage product accumulation, plate reader | activity, % at 10 µM | 360,000 compounds, 0.064% hits | AID 504884; in the data active = activity above about 50%, passing the limit was not always enough; inconclusive = no clear call, values can overlap the other calls; note: inactives centre near 2
BoNT-A LC inh2 = BoNT A light chain protease inhibition | inhibition, % at 10 µM | 360,000 compounds, 0.17% hits | multiplex microsphere protease substrate cleavage, flow cytometry; note: plate controls were buffer without enzyme for full effect and enzyme alone for no effect
* hit, by the source's call; ? = inconclusive; / = no result given; & = joins results of further samples. Cut-off read from the data, not from the text of the source, unless noted: active = inhibition above about 30%; inconclusive = no clear call, values can overlap the other calls; inactive = below that.

SMILES	Anthrax LF prot	PfHsp40 yeast	FadD28 FP inh	PrPC surface inh	TcdB inh	CCHF vOTU inh	BoNT-F LC inh	Yp Topo-I inh	BoNT-A LC inh2
CCNC(=S)NNC(=O)c1ccc(S(=O)(=O)NCc2ccco2)cc1	-8	0.9	-1.4	6	-9.3	8	1	-1	-0.2
CC(=O)N1CCN(C(=O)c2cccc(S(=O)(=O)Nc3c(C)n(C)n(-c4ccccc4)c3=O)c2)CC1	-3	-0.2	-1.4	-7	0.7	-5	-4	5	-3.9
CC(C)OC(=O)c1cc2c(ccn2C)n1CC(=O)N(Cc1ccccc1)c1ccccc1	-1	1.6	-2.2	4	0.4	2	-15	28	-1.6
CCOc1ccc(C2C=C(c3ccccc3)Nc3nnnn32)cc1 (stereo not given)	6	0.0	-5.7	3	/	-14	-10	14	0.2
CCNc1nc(ON=C(C)C)nc(N(C)C)n1	-3	-1.0	-2.4	2	0.1	-15	-9	0	0.1
COC(=O)c1ccc2c(=O)n(C3CCCCC3)c(SCC#N)nc2c1	-6	0.6	0.2	2	/	4	3	1	1.0
CCOc1cccc(N2C(=O)CC(N3CCC(C(N)=O)(N4CCCCC4)CC3)C2=O)c1 (stereo not given)	0	0.7	-0.2	-1	/	6	-6	5	0.2
COC(=O)c1ccc(NC(=O)c2cccc(OC)c2)cc1	-2	-1.1	-0.9	4	/	6	-9	-1	-1.2
COc1cc(/C=N/NS(=O)(=O)c2ccc(C(C)(C)C)cc2)cc([N+](=O)[O-])c1O	-5	-2.0	-0.4	-1	-1.1	21	9	4	0.6
CCC(C)(C)NC(=O)C(c1ccc(O)cc1)N(C(=O)Cn1nnc2ccccc21)c1ccc(NC(C)=O)cc1 (stereo not given)	1	-1.1	0.6	1	0.0	-9	-4	-7	-0.8

The final two records of the section before are carried over, then new ones follow:
SMILES	Anthrax LF prot	PfHsp40 yeast	FadD28 FP inh	PrPC surface inh	TcdB inh	CCHF vOTU inh	BoNT-F LC inh	Yp Topo-I inh	BoNT-A LC inh2
COc1cc(/C=N/NS(=O)(=O)c2ccc(C(C)(C)C)cc2)cc([N+](=O)[O-])c1O	-5	-2.0	-0.4	-1	-1.1	21	9	4	0.6
CCC(C)(C)NC(=O)C(c1ccc(O)cc1)N(C(=O)Cn1nnc2ccccc21)c1ccc(NC(C)=O)cc1 (stereo not given)	1	-1.1	0.6	1	0.0	-9	-4	-7	-0.8
CCc1nnc(NS(=O)(=O)c2ccc(N)cc2)s1	-2	-2.1	-0.2	2	1.7	28	12	0	-1.2
COc1ccc(NS(=O)(=O)c2ccc(Oc3ncccn3)cc2)cc1	3	-0.5	0.7	5	/	1	-2	-7	0.8
CC(C)C(=O)Nc1nnc(SCc2cccc(F)c2)s1	-4	0.8	-5.0	2	1.7	11	-4	8	-0.6
COc1cccc(Oc2ncnc(N)c2[N+](=O)[O-])c1	-8	-1.5	-0.5	-9	-1.4	-3	?	5	-8.9
C[C@H]1CN([C@@H](C)CO)C(=O)c2cccc(NC(=O)c3ccc(-c4nccs4)cc3)c2O[C@@H]1CN(C)C(=O)NC1CCCCC1	6	-1.1	-3.3	-6	0.6&0.4	0	0	5	-0.5
Cc1ccc([N+](=O)[O-])c(NC2OC(CO)C(O)C2O)c1 (stereo not given)	-1	1.0	0.6	-10	1.0	-10	0	12	-0.1
Cn1nccc1C(=O)N1CCCC(C(=O)c2cccc3ccccc23)C1 (stereo not given)	-2	0.0	-4.0	-6	0.5	4	-13	0	-2.7
CCOc1cc(CNCCSc2nnnn2C)cc(Br)c1OCc1ccc(F)cc1	-2	-0.3	-3.6	-6	1.6	-8	-11	50	-0.6
Oc1[nH]c(=S)sc1C=C1N=c2ccccc2=N1	-3	-0.2	1.2	-14	0.4	3	?	8	-2.8
COc1ccc(CN(CC(=O)NCC2CCCO2)C(=O)CCC(=O)Nc2cc(C)on2)cc1 (stereo not given)	0	-1.3	-0.5	4	/	13	-1	-2	-0.2
Clc1ccc2oc(SCc3cccnc3)nc2c1	-5	4.6	-1.4	1	0.3	-11	-10	11	-2.1
O=C(c1ccc(Cl)c(S(=O)(=O)N2CCCCC2)c1)N1CCCC(C(F)(F)F)C1 (stereo not given)	-6	-0.4	-1.1	6	-0.1	15	2	20	0.2
CCOc1cc(S(=O)(=O)n2cc(-c3ccc(F)cc3)c(N)n2)cc(OCC)c1OCC	-2	-0.7	-2.9	29*	/	22	-9	6	0.7
Cc1cc(F)ccc1NS(=O)(=O)c1c(C)nc2scc(C)n2c1=O	2	-3.0	1.2	-1	-0.7	-15	11	12	-3.0
CCCCNS(=O)(=O)C1CCS(=O)(=O)C1 (stereo not given)	1	1.3	-2.4	-2	0.2	-8	0	5	0.0
CN(C)c1ccc(/C=C2\C(=O)NC(=O)N(CCc3ccc(F)cc3)C2=O)cc1	-9	0.1	25*	1	-0.1	7	?	5	3.2
CCC(C)N1CCC2(CC1)N=c1c(c3c4c5c(C)c(O)c3c(O)c1=NC(=O)C(C)=CC=C[C@H](C)[C@H](O)[C@@H](C)[C@@H](O)[C@@H](C)[C@H](OC(C)=O)[C@H](C)[C@@H](OC)C=CO[C@@](C)(O5)C4=O)N2 (stereo not given in full)	-2	-1.8	-0.5	-18	0.4	19	-3	1	0.0
CC(Oc1ccc(Cl)cc1)C(=O)N1CCCc2ccccc21 (stereo not given)	0	-0.8	-2.7	0	0.8	13	-12	17	-2.6
O=[N+]([O-])c1ccc(-c2nnc3cccc(Cl)n23)cc1	5	/	0.5	-31	0.3	-1	-15	3	0.1
O=C(O)c1ccccc1NCCO	3	0.0	-5.2	4	-0.2	-29	-1	1	-0.5
C#Cc1ccc([C@@H]2C=C(C(=O)O)O[C@H](OCc3ccc(CO)cc3)C2)cc1	2	-1.4	-6.3	0	0.0	0	-2	3	0.2
O=C(NCCc1ccccc1)C1CCCN(C(=O)NC2CCCCC2)C1 (stereo not given)	-4	0.1	-0.6	-1	/	-3	1	-7	?
O=c1c2c(ncn1Cc1ccccc1)nc1n2CCC1	-3	-0.4	-2.0	5	1.7	0	1	-1	-0.9
CC(=O)Oc1ccc(Cn2c(C)c(C(=O)N(C)Cc3ccc(F)cc3)sc2=O)cc1	-7	/	-0.6	0	-0.2	-2	-25	15	-1.3
CCOC(=O)C1CCCN(C(=O)CNC(=O)c2ccc(Br)o2)C1 (stereo not given)	/	-0.6	-2.8	-7	-0.1	-2	/	-1	/
COc1cc(/C=C(/C#N)C(=O)Nc2ccccc2)ccc1OCc1ccc(C(=O)O)cc1	-2	0.5	-4.1	1	-0.9	1	-5	-6	-0.9
CCCCc1ccc(NC(=S)NCCO)cc1	2	1.0	-0.5	5	0.8	13	-4	1	-0.1
Cc1ccc(S(=O)(=O)N2CCC(N3CCC(C)CC3)CC2)cc1	0	-0.3	1.2	-11	0.1	5	7	2	-3.4
CCOC(=O)c1ccc(N=c2sc(C(=O)OC)cc(=O)n2Cc2ccc3c(c2)OCO3)cc1	1	0.4	0.1	-7	2.7	-5	-1	-4	0.4
Cc1nnsc1C(=O)NNS(=O)(=O)c1ccccc1	-5	0.8	/	1	/	0	-7	-6	1.3
O=C(OCC(=O)N1CCCc2ccccc21)c1cccc(S(=O)(=O)N2CCOCC2)c1	?	-0.7	-2.1	-2	-1.1	-10	-16	-14	-2.9
CCOc1cc(CNCCO)cc(Br)c1OCc1ccccc1Cl	-2	-0.1	-12	2	/	0	-6	-14	0.5
CCCC(=O)Nc1ccc(C(=O)N/N=C2\CC(=O)CC(C)(C)C2)cc1	0	-0.2	-4.2	4	/	-11	-6	-6	-0.7
O=C(Cn1c(=O)c2cccn2c2ccc(F)cc21)N1CCN(c2ccc(F)cc2)CC1	-5	0.1	-2.3	6	1.1	-16	-3	-1	0.6
COC(=O)C1C(O)=C(C=Nc2cccc3ccccc23)C(=O)CC1(C)C (stereo not given)	-9	-1.0	-4.8	-9	0.9	-5	0	22	-0.1
Cc1ccccc1Oc1nc2c(C)cccn2c(=O)c1/C=C(\C#N)C(=O)NC1CCS(=O)(=O)C1 (stereo not given)	-1	0.8	-2.4	3	0.7	-60	24	27	-1.0
CCC/C=C/c1ccc(CN2C(C)C(=O)N(Cc3cn(CC4CCCCC4)nn3)CCS2(=O)=O)cc1 (stereo not given)	4	/	-3.1	-2	-0.8	20	-5	-9	-0.2
CC1CCN(C(=O)C2CCCN(c3ncnc4c3nc3n4CCCCC3)C2)CC1 (stereo not given)	3	0.6	-2.6	-1	1.3	8	1	19	0.4
CCOC(=O)c1[nH]cnc1C(=O)O	0	0.0	-0.6	-5	/	-5	11	5	0.4
CCc1cc(=O)oc2cc(C)cc(OCC(=O)N3CCC[C@@H]3C(=O)O)c12	1	0.4	0.3	8	-1.0	-9	-8	-2	-0.2
COc1ccc(CC(=O)NCc2nnc(SCC(=O)c3ccc(OC)cc3)n2C)cc1	-1	-0.1	-2.0	1	-0.1	-9	-8	-5	-0.4
CC(C)Cn1c2c(c(O)c(C(=O)Nc3nccs3)c1=O)CCCC2	-1	0.0	-0.4	-3	/	0	-11	-10	-2.0
O=[N+]([O-])c1ccc(CSc2nnc3ccccn23)cc1	-7	0.8	-3.1	-17	2.5	-5	0	-7	-0.9
CCOC(=O)/C=c1/s/c(=C/c2ccc3cc(OC)ccc3c2)c(=O)n1CC(=O)NCC1CCCO1 (stereo not given)	0	-0.8	-0.9	-2	12*	7	24	3	2.5
Nc1nnnn1CC(=O)OCc1cccc(Br)c1	-1	-0.9	-4.4	6	/	-15	-2	-7	?
COc1ccc(CCn2c(O)c(C=NCCCn3ccnc3)c(=O)[nH]c2=O)cc1OC	-3	1.6	-3.0	0	-1.2	3	-2	-4	-1.0
O=C(NCc1ccccc1)c1cc(C2CCCCN2C(=O)c2cccs2)on1 (stereo not given)	0	/	-0.2	2	0.7	3	-5	22	-0.1
O=C(COc1ccccc1)Nc1ccccc1C(=O)NCc1ccco1	-7	0.3	0.3	2	/	-10	-6	3	-0.9
O=c1c2ccccc2cnn1-c1nc2ccccc2[nH]1	0	-6.1	-0.5	0	1.8	-8	1	2	-0.1
Cc1c(C(=O)N2CCN(c3ccc(F)cc3)CC2)sc2nc(-c3ccccc3)cn12	-1	2.7	0.3	-1	/	-5	-6	2	-1.3

3 entries from above, as comma-separated lines:
Structure,Anthrax LF prot,PfHsp40 yeast,FadD28 FP inh,PrPC surface inh,TcdB inh,CCHF vOTU inh,BoNT-F LC inh,Yp Topo-I inh,BoNT-A LC inh2
CC(C)OC(=O)c1cc2c(ccn2C)n1CC(=O)N(Cc1ccccc1)c1ccccc1,-1,1.6,-2.2,4,0.4,2,-15,28,-1.6
CCOc1ccc(C2C=C(c3ccccc3)Nc3nnnn32)cc1 (stereo not given),6,0.0,-5.7,3,/,-14,-10,14,0.2
CCNc1nc(ON=C(C)C)nc(N(C)C)n1,-3,-1.0,-2.4,2,0.1,-15,-9,0,0.1

The listing continues:
SMILES	Anthrax LF prot	PfHsp40 yeast	FadD28 FP inh	PrPC surface inh	TcdB inh	CCHF vOTU inh	BoNT-F LC inh	Yp Topo-I inh	BoNT-A LC inh2
O=C1CN=C(c2ccccc2)c2ccccc2N1Cc1ccc(C(F)(F)F)cc1	-4	-1.5	-0.9	-8	/	28	-9	7	-0.9
Cc1cc(N2CCCCC2)n2ncc(-c3ccc(Cl)cc3)c2n1	5	-0.6	-0.6	1	/	-4	0	3	0.8
CCC(=O)Nc1ccc(Cl)c(NC(=S)NC(=O)c2ccco2)c1	-2	-1.2	-1.4	0	-0.4	5	-2	0	-0.2
O=C(NCc1ccccc1)C1=C[C@H](C2CCCCC2)C[C@H](OCc2ccc(CO)cc2)O1	2	3.1	-4.2	-1	-1.3	-11	-3	12	0.2
Cc1nn(C)c(Oc2ccccc2)c1[N+](=O)[O-]	-8	0.1	0.1	12	/	8	5	0	0.3
CCOC(=O)C1(C)CCCN(C(=O)c2ccc3ccccc3c2)C1 (stereo not given)	-3	/	-0.4	9	-0.1	6	-5	2	-0.6
CCOc1ccc(C(=O)CC(NCc2cccs2)C(=O)O)cc1 (stereo not given)	3	2.3	0.3	3	1.1	-8	-1	-4	-0.7
CC(C)(CO)NC(=O)CC1C(=O)NCCN1CC(c1ccccc1)c1ccccc1 (stereo not given)	-5	1.1	-0.3	-2	1.7	8	-3	8	-0.6
NC(=O)C1=C[C@H](C2CCCCC2)C[C@H](OCc2ccc(CO)cc2)O1	5	-0.8	-5.0	2	-8.3&-6.2	13	-11	21	0.2
